RECQ1 inh = qHTS Assay for Inhibitors of RecQ-Like Dna Helicase 1 (RECQ1); Potency, µM (series often up to 57.3 µM), for the others: at the highest dose activity, negative = inhibition, usual class: inhibitors; 240,000 tested, 0.54% active; ATP-dependent DNA helicase Q1 (Homo sapiens), P46063; RECQ1 DNA unwinding, red fluorescence kinetic read;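 further: plate controls were vehicle for no effect and no enzyme for full effect; nearly all actives have a fitted effect of over 30% in size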
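RECQ1T1 50 nM; forked duplex (20 bp + 30-nt ss tails) 200 nM, ATP 2 mM final; pH 8.0, 2 mM MgCl2, 2.5 ug/ml poly(dI-dC); 15 min compound preincubation; discontinuous kinetic read over 2 h at RT.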
RGS12 GoLoco inh = qHTS Assay for Inhibitors of RGS12 GoLoco Motif Activity (Red Fluorophore) | Potency, µM (series often up to 61.6 µM), for the others: top-dose activity, negative = inhibition, most hits filed as inhibitors | Gai1:RGS12 GoLoco peptide FP, rhodamine, 10 min | Guanine nucleotide-binding protein G(i) subunit alpha-1 (Homo sapiens), P63096 | 230,000 tested, 0.44% active; active means well fitted inhibition curve with a large enough effect, not every such curve was filed as active; inactive means no such curve, though single readings can be large or run the other way; further: nearly all actives have a fitted effect of over 30% in size; many of its hits are not listed in these tables
Target sequence (P63096 whole entry, looked up): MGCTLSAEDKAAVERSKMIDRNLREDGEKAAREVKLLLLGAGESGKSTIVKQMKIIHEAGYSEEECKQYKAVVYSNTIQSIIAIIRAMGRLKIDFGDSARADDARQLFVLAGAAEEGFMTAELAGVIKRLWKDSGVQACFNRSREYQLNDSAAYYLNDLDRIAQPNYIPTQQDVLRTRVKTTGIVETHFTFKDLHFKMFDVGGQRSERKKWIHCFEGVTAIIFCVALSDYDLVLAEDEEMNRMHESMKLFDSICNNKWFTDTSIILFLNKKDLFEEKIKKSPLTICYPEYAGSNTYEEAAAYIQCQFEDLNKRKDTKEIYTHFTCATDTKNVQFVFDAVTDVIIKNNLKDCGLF
KDM4E inh = qHTS Assay for Inhibitors of Human Jumonji Domain Containing 2E (JMJD2E); Lysine-specific demethylase 4E (Homo sapiens), B2RXH2; JMJD2E catalytic domain, FDH-coupled NADH fluorescence (FDH is formaldehyde dehydrogenase); Potency, µM (top dose mostly 57.1 µM), for inactives: at the highest dose activity change, negative = inhibition, usual class: inhibitors; 230,000 tested, 1.6% active; active means well fitted inhibition curve with a large enough effect, not every such curve was filed as active; inconclusive means small, poorly fitted or top-dose-only effect, or another doubt; inactive means no such curve, though single readings can be large or run the other way;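 further: 0% = wells with enzyme and -100% = buffer wells without enzyme; nearly all actives have a fitted effect of over 50% in size; many of its hits are not listed in these tables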
Tau fibril FP = qHTS for Inhibitors of Tau Fibril Formation, Fluorescence Polarization; Microtubule-associated protein tau (Homo sapiens), P10636; K18 P301L tau heparin fibrillization, Alexa594 FP, 6 h; Potency, µM (titrated, usually from 57.7 µM), inactives show at the top dose activity, negative = inhibition, hits mostly inhibitors; 280,000 tested, 0.39% active; further: nearly all actives have a fitted effect of over 55% in size
Target sequence (P10636 561-689 P618L limits assumed): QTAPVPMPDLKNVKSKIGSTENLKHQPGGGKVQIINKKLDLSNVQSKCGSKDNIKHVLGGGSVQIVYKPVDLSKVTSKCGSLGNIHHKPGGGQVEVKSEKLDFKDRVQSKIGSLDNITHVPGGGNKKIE
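Human K18 P301L fragment (15 uM unlabeled plus 0.24 uM Alexa 594-labeled) in 100 mM sodium acetate pH 7 with compound, aggregation induced by 20 uM heparin for 6 hr at 37 C. ThT (30 uM) added for 1 hr, then Alexa 594 FP read.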
TexasRed fluor = Total Fluorescence Counterscreen for Inhibitors of the Interaction of Thyroid Hormone Receptor and Steroid Receptor Coregulator 2; TRb/SRC2 Texas Red total fluorescence interference; AID 1479, 2009; 280,000 tested, 0.29% active; Potency, µM (top dose mostly 106 µM), for inactives: at the top dose fluorescence change, negative = quenching; active means well fitted curve in either direction with a large enough effect; inconclusive means small, poorly fitted or top-dose-only effect
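Flags fluorescent or light-absorbing compounds by total fluorescence, S + 2P, at 555 nm excitation and 632 nm emission. Mixture: 20 nM Texas Red SRC2 peptide, 0.6 uM human TRb LBD, 1 uM T3, 5% DMSO; compound exposure 5 h at ambient temperature.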
TRb-SRC2 inh = qHTS for Inhibitors of the Interaction of Thyroid Hormone Receptor and Steroid Receptor Coregulator 2 | Potency, µM (titrated, usually from 106 µM), inactives show at the top dose activity change, negative = inhibition, actives largely listed as inhibitors | TRbeta-SRC2 peptide binding, fluorescence polarization; receptor liganded with 1 µM T3 | AID 1469, 2008 | 280,000 tested, 0.065% active | Thyroid hormone receptor beta (Homo sapiens), P10828;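 further: plate controls were bound peptide for no effect and peptide without receptor for full effect; nearly all actives have a fitted effect of over 50% in size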
Target sequence (P10828 whole entry, looked up): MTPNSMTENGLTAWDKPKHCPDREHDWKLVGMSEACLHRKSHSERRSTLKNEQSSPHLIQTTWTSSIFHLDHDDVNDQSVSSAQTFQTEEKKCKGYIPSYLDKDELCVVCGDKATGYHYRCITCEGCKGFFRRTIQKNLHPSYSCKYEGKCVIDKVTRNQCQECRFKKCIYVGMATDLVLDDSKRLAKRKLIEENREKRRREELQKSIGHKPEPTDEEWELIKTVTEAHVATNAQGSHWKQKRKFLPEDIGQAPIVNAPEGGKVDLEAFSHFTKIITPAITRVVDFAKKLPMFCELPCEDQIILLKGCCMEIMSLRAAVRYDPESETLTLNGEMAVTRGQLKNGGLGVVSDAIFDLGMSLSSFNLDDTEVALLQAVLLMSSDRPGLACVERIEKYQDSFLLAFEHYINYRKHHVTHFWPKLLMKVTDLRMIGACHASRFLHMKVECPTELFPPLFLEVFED
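Fluorescence polarization of 20 nM Texas Red SRC2 peptide with 0.6 uM human TRb ligand-binding domain, in Tris buffer with 1uM T3 and 5% DMSO. Incubated 5 hr ambient; normalized to unbound and bound controls.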
Tau fibril ThT = qHTS for Inhibitors of Tau Fibril Formation, Thioflavin T Binding; Microtubule-associated protein tau (Homo sapiens), P10636; recombinant tau K18 P301L (four-repeat tau fragment), heparin-induced fibrillization, ThT fluorescence; Potency, µM (top dose mostly 57.4 µM), inactives show at the top dose activity, negative = inhibition, most hits filed as inhibitors; 270,000 tested, 2.1% active; further: nearly all actives have a fitted effect of over 55% in size
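Tau K18 P301L fragment (15 uM unlabeled plus 0.24 uM Alexa 594-labeled) in 100 mM sodium acetate pH 7 with compound, fibrillization induced by 20 uM heparin for 6 hr at 37 C. Thioflavin T (30 uM) added, fluorescence read after 1 hr (ex 450, em 510 nm).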
L3MBTL1 inh = qHTS Assay for the Inhibitors of L3MBTL1; Potency, µM (highest dose often 57.1 µM), inactives show at the highest dose activity, negative = inhibition, usual class: inhibitors; 230,000 tested, 0.66% active; AID 485360, 2010; AlphaScreen L3MBTL1–H3K9me1 peptide binding; further: nearly all actives have a fitted effect of over 60% in size
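Read-out is AlphaScreen signal from streptavidin donor and nickel chelate acceptor beads (10 ug/mL final each) bridging L3MBTL1 (50 nM) and biotinylated K9-monomethylated H3(1-15) peptide (75 nM), after 30 min compound exposure at room temperature.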
* = called active by the depositor; i = inactive; ? = inconclusive; / = not tested or not shown; & = joins results of further samples; [ ] = remark or other dose. Unless noted, the call rests on the fitted dose curve; in most records, active means well fitted curve in the direction sought with a large enough effect; inconclusive means small, poorly fitted or top-dose-only effect, or another doubt; inactive means no such curve, though single readings can be large; an effect the other way counts as inactive or inconclusive. Unless noted, on the % scale 0 is the no-effect control and ±100 the full control effect; potency means the concentration at half of the fitted maximal effect. A portion of the library (hit frequency here may not be typical).

compound	RGS12 GoLoco inh	TexasRed fluor	Tau fibril FP	KDM4E inh	L3MBTL1 inh	RECQ1 inh	TRb-SRC2 inh	Tau fibril ThT
O=c1c2ccccc2n2c(-c3ccc(C(F)(F)F)cc3)nnc2n1Cc1ccccc1	/	-7%	10%	-3%	-1%	1%	1%	0%
O=C(C1CCC(CNc2c(N3CCCC3)c(=O)c2=O)CC1)N1CCc2ccccc21 (stereo not given)	5%	-2%	-3%	-5%	-7%	1%	3%	-5%
Cc1ccc(CN2CCN(C3CSCCSC3)CC2CCO)cc1 (stereo not given)	3%	1%	1%	-24%	-8%	-6%	-9%	-8%
Cc1onc(-c2ccccc2)c1C(=O)NCC1CCN(C(=O)c2c(-c3ccccc3)noc2C)CC1	-4%	-2%	0%	-5%	-5%	-11%	1%	-4%
CC(C)(C)NC(=O)N1CCCC(C(=O)c2cccc(Cl)c2)C1 (stereo not given)	5%	-1%	-8%	11%	8%	-1%	5%	-14%
O=C(Nc1ccsc1C(=O)N1CCCC1)c1ccccc1	5%	-3%	0%	1%	2%	3%	3%	-5%
Cc1cc(=O)n2[nH]c(-c3ccc(F)cc3)nc2n1	3%	-2%	2%	-22%	3%	-3%	6%	-1%
CCCOc1ccccc1C(=O)Nc1ccc(-c2nc3ccc(C)cc3s2)cc1	/	7%	4%	/	/	/	2%	-11%
Cc1cc(C)n(-c2ccc(Cl)c(C(=O)Nc3ccc(-c4nnc5n4CCCCC5)cc3)n2)n1	-16%	1%	10%	?	19%	-4%	6%	-7%
CCCCN(CC)C(=O)Cn1ncc2c1-c1cc(C)ccc1OC2	2%	0%	1%	9%	/	-6%	-13%	-11%
CCn1c(SCC(=O)N2CCCC2)nnc1-c1ccc(S(=O)(=O)N2CCCCCC2)cc1	5%	0%	1%	4%	-2%	i	4%	-5%
CC1CCC(NC(=O)CCc2cn(Cc3ccccc3Cl)c3ccccc23)CC1 (stereo not given)	/	-1%	11%	/	/	/	-3%	8%
COCCCNC(=O)C1CCCN(S(=O)(=O)c2ccc(C)cc2)C1 (stereo not given)	-9%	-2%	11%	-6%	-2%	-5%	-4%	3%
Cc1ccc(CNC(=O)CCc2ccccc2)cc1	9%	-3%	-2%	-3%	10%	0%	2%	-6%
CCN(CC)C1CCS(=O)(=O)C1 (stereo not given)	-11%	0%	7%	3%	-12%	i	2%	2%
CCOC(=O)C1(CCCc2ccccc2)CCN(Cc2ccn[nH]2)CC1	4%	-3%	?	-14%	-9%	i	-3%	-6%
O=C(NCCCCC(NC(=O)C1CCCCC1)C(=O)O)c1ccccc1 (stereo not given)	3%	-5%	7%	8%	2%	i	-2%	-4%
NN(CCO)C(=S)Nc1ccc(Cl)cc1	10%	-2%	-6%	-21%	9%	4%	0%	-6%
CC(=O)c1ccc(-c2ccccc2OC(F)(F)F)o1	0%	-1%	-3%	-7%	50%[activator]	-9%	-7%	-8%
Cc1ccc(NCc2cccn2-c2nnc(N3CCC(C(=O)NCCc4ccc(Cl)cc4)CC3)s2)cc1	/	4%	-11%	/	/	/	3%	?

In a second layout: two of the compounds above.
Cc1ccc(CNC(=O)CCc2ccccc2)cc1
  RGS12 GoLoco inh: 9%
  TexasRed fluor: -3%
  Tau fibril FP: -2%
  KDM4E inh: -3%
  L3MBTL1 inh: 10%
  RECQ1 inh: 0%
  TRb-SRC2 inh: 2%
  Tau fibril ThT: -6%
CCN(CC)C1CCS(=O)(=O)C1 (stereo not given)
  RGS12 GoLoco inh: -11%
  TexasRed fluor: 0%
  Tau fibril FP: 7%
  KDM4E inh: 3%
  L3MBTL1 inh: -12%
  RECQ1 inh: i
  TRb-SRC2 inh: 2%
  Tau fibril ThT: 2%

More structures follow.
compound	RGS12 GoLoco inh	TexasRed fluor	Tau fibril FP	KDM4E inh	L3MBTL1 inh	RECQ1 inh	TRb-SRC2 inh	Tau fibril ThT
CCOc1ccc(/C=N/NC(=O)C(C)N(c2ccc(OC)cc2)S(C)(=O)=O)cc1OCC (stereo not given)	0%	-3%	-4%	-17%	/	i	-8%	-9%
CCc1ccc2occ(CC(=O)N(Cc3ccc(N(C)C)cc3)C3CCS(=O)(=O)C3)c2c1 (stereo not given)	/	-2%	-3%	/	/	/	4%	-15%
O=C(CC(SCc1ccco1)c1ccc(O)cc1)c1cccs1 (stereo not given)	-2%	2%	-9%	0%	-8%	-24%	-13%	-13%
CCCc1nn(C)c(C(=O)Nc2cccc(C)c2)c1Cl	-16%	0%	2%	-5%	28%	-2%	1%	-9%
Cc1ccc(N2C(=O)CC(Sc3ccccc3C(=O)O)C2=O)cc1 (stereo not given)	-7%	-2%	0%	6%	7%	3%	-9%	?
COc1ccc(N2CC(O)=C(c3nc4ccccc4s3)C2=N)c(OC)c1	10%	-1%	-1%	?	2%	10%	1%	?
CCn1c2ccccc2n2c(=O)c(=O)n(CC(=O)N3CCN(c4ccccc4OC)CC3)nc12	4%	0%	0%	-5%	8%	12%	-11%	7%
CCOC(=O)c1ccccc1NC(=O)c1cncc(Br)c1	-25%	-4%	2%	-10%	/	9%	4%	10%
CCOc1ccc(C(=O)NC(=S)N2CCN(c3ccc(C(F)(F)F)cc3[N+](=O)[O-])CC2)cc1	-15%	-2%	9%	-2%	-15%	5%	-1%	4%
CCOc1ccccc1OCCOc1ccccc1OC(C)C	-4%	0%	-6%	-5%	/	-15%	2%	-24%
CC(=O)/C(=C/N(C)C)C(=O)Nc1ccc(Cl)cc1Cl	52%[activator]	-1%	8%	-4%	-21%	14%	-2%	-3%
CN(C)S(=O)(=O)c1cc(NC(=O)COC(=O)C2COc3ccccc3O2)ccc1Cl (stereo not given)	4%	-1%	-13%	-10%	7%	i	1%	-3%
CCOc1ccccc1C1CC(c2ccc(F)cc2)Nc2nc(N)nn21 (stereo not given)	3%	2%	-2%	-14%	-11%	-2%	12%	7%
Cc1ccc(C(=O)NCCn2cc(SCC(=O)N3CCOCC3)c3ccccc32)cc1	1%	-1%	-6%	-2%	-2%	6%	-7%	-7%
Cc1ccc2cc3cc(C(=O)NCc4ccco4)oc3nc2c1	-3%	-3%	-3%	?	?	-8%	4%	-8%
CCOc1ccccc1C(=O)N(Cc1ccccc1F)C1CCS(=O)(=O)C1 (stereo not given)	/	-25%	-12%	/	/	/	-5%	3%
Cn1c(=O)cc(SCC(=O)NCCCN2CCOCC2)c2ccccc21	/	-1%	-13%	9%	6%	i	4%	?
Cc1cn2c(=O)cc(COc3cc(C)c(Cl)c(C)c3)nc2s1	/	0%	5%	/	/	/	4%	-4%
Cc1ccc(-c2cnc3n2CCCCC3)cc1	11%	-1%	7%	-9%	-9%	i	-3%	-2%
CC(O)Cc1nsc(NC(=O)c2cccs2)n1 (stereo not given)	-5%	-1%	2%	2%	/	-1%	-3%	4%

compound	RGS12 GoLoco inh	TexasRed fluor	Tau fibril FP	KDM4E inh	L3MBTL1 inh	RECQ1 inh	TRb-SRC2 inh	Tau fibril ThT
Nc1ccc(NC(=O)c2ccc(C(=O)Nc3ccc(N)cc3)cc2)cc1	2%	-10%	-6%	2%	-1%	-21%	-7%	-11%
O=C(Nc1cnn(Cc2c(Cl)cccc2Cl)c1)c1ccc([N+](=O)[O-])cc1	8%	-7%	?	-1%	26%	-5%	0%	-20%
Nc1ncnc2c1ncn2[C@@H]1O[C@H](CO)C[C@@H]1O	-1%&16%	-6%&-2%	0%&-12%	0%&6%	/	-2%&-13%	1%&-7%	-10%&-4%
CN1CCN(C(=S)NC(=O)c2cccc(S(=O)(=O)N(C)C)c2)CC1	7%	-2%	7%	5%	-4%	0%	-1%	1%
COc1cc2c(cc1NC(=O)CN1CCN(S(=O)(=O)c3ccc(C)cc3)CC1)oc1ccccc12	6%	1%	10%	24%	/	i	-1%	-7%
COc1ccc2nc(SCc3cnc(C)nc3N)[nH]c2c1	-2%	-4%	5%	3%	1%	0%	5%	-2%
O=C(CN1C(=O)C2C3C=CC(C3)C2C1=O)Nc1nc(-c2ccccn2)cs1 (stereo not given)	12%	1%	-3%	?	/	-6%	-11%	-18%
Cc1ccc(NC(=S)N2CCCCC2CO)cc1C (stereo not given)	-3%	-6%	-8%	8%	1%	i	-4%	-2%
CC(C)NS(=O)(=O)c1ccc(OCC(=O)N2CCc3ccccc3C2)cc1	-5%	2%	1%	0%	-8%	-9%	-8%	9%
Cc1ccc(Cn2cc(/C=C/C(=O)O)c(-c3ccccc3)n2)cc1	16%	-5%	-8%	11%	-1%	-6%	-1%	-10%
Cc1ccc(NC(=S)NCc2ccccc2)cc1[N+](=O)[O-]	0%	-8%	-20%	11%	-11%	-7%	5%	-11%
O=C1c2ccccc2C(=O)N1OCc1cccc(Cl)c1	-11%	0%	-8%	8%	/	-7%	5%	-9%
CCN(CC)S(=O)(=O)c1ccc(-c2csc(C)n2)cc1	5%	-2%	2%	9%	11%	-4%	-2%	-12%
O=C(Nc1nc2ccc(SC(F)F)cc2s1)c1ccc(NS(=O)(=O)c2ccc(F)c(F)c2)cc1	6%	-2%	13µM*	?	-12%	?	14%	?
CCc1nnc(NC(=O)C2=CCN(S(=O)(=O)c3ccc(F)cc3)CC2)s1	1%	-3%	-5%	6%	/	-12%	2%	/
CCOC(=O)CN1CC23C=CC(O2)C(C(=O)NCc2ccccc2OC)C3C1=O (stereo not given)	3%	-2%	-4%	6%	-3%	-2%	-7%	-8%

Assay outcomes from PubChem.
